Chronic BCR inh: inhibitors of chronic active B-cell receptor signaling. ABC-DLBCL IkBa-CBG/CBR reporter, luminescence ratio, 4 h. Potency, µM (top dose mostly 46.1 µM), without a hit: top-dose ratio change, negative = lower green/red ratio, most hits filed as inhibitors. hit rate 0.05% among 340,000; active means well fitted inhibition curve with a large enough effect in the signal ratio, with a control signal flat, not every such curve was filed as active; inconclusive means small, poorly fitted or top-dose-only effect, or effect the other way, or a change in a side signal; the % refers to the signal ratio;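 further: potency means the concentration at half of the fitted maximal effect; plate controls were basal doxycycline-induced cells for no effect and cells given 10 µM MG132 for full effect; MG132 reads +100%, hits lower the ratio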
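Doxycycline induced both beetle luciferases in TMD8 lymphoma cells; IKK-driven degradation limits the IkappaBalpha-fused green signal, while red luminescence normalises for cell number and nonspecific effects. Compounds tested up to 46 uM, 4 hrs.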
TSHR antagonist: blocks TSH signaling through the human TSH receptor; P16473; TSHR-expressing cells, TSH-stimulated cAMP HTRF, 2 h; hits give low values; activity change, negative = inhibition, % at 11.5 µM; hit rate 0.2% among 330,000; AID 504810;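 active means activity change below a set negative limit, meaning inhibition stronger than a set level, cut at about -70% in these data; inconclusive means activity change between two set negative limits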; further: on the % scale 0 is the no-effect control and ±100 the full control effect
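Inhibition of cAMP made by TSHR-expressing cells under TSH stimulation (4nM final, EC80; 2 h, 37 deg C) is quantified with a one-step lysis HTRF kit, anti-cAMP cryptate versus cAMP-d2.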
MLL CXXC-DNA inh: blocks binding of human MLL CXXC domain to DNA. Potency, µM (highest dose often 115 µM), inactives show at the highest dose activity change, negative = inhibition, hits mostly inhibitors. hit rate 0.037% among 290,000. AID 2662. MLL-CXXC / FITC-HOXA9 DNA fluorescence polarization; active means well fitted inhibition curve with a large enough effect in the polarisation, with a control signal flat, not every such curve was filed as active; inconclusive means small, poorly fitted or top-dose-only effect, or effect the other way, or a change in a side signal; inactive means no such curve, though single readings can be large or run the other way; the % refers to the polarisation; further: potency means the concentration at half of the fitted maximal effect
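Fluorescence polarization: 7 uM MLL-CXXC (stock) preincubated 5 min with compounds, then 50 nM fluorescein-HOX-A9 DNA (stock) added; 30 min ambient. Buffer 50 mM Tris-HCl pH 7.5, 50 mM NaCl, 1 mM DTT, 0.05% BSA.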
TCR activator: T cell receptor activation; AID 504894; primary human leukocytes, anti-CD3, IL-2 HTRF, 48 h; 330,000 tested, under 10 active; Potency, µM (highest dose often 9.22 µM), inactives show at the highest dose activation of IL-2 secretion, actives largely listed as activators; further: % of control where 0% means no effect
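IL-2 produced over 48 hr by a-CD3 bead-stimulated primary human leukocytes exposed to compounds was detected with a homogeneous time-resolved FRET immunoassay, 665nm acceptor signal after 320nm excitation.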
KCNH2 WT inh: KCNH2 (human, wildtype) channel inhibition; Q12809; U2OS, BacMam KCNH2, thallium flux FluxOr; hits give low values; activity change, % at 1.84 µM; hit rate 0.37% among 340,000;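 active means maximum activity change below -70%; inconclusive means maximum activity change between -70% and -50%; inactive means maximum activity change above -50%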; further: on the % scale 0 is the no-effect control and ±100 the full control effect
Target sequence (Q12809 whole entry, looked up): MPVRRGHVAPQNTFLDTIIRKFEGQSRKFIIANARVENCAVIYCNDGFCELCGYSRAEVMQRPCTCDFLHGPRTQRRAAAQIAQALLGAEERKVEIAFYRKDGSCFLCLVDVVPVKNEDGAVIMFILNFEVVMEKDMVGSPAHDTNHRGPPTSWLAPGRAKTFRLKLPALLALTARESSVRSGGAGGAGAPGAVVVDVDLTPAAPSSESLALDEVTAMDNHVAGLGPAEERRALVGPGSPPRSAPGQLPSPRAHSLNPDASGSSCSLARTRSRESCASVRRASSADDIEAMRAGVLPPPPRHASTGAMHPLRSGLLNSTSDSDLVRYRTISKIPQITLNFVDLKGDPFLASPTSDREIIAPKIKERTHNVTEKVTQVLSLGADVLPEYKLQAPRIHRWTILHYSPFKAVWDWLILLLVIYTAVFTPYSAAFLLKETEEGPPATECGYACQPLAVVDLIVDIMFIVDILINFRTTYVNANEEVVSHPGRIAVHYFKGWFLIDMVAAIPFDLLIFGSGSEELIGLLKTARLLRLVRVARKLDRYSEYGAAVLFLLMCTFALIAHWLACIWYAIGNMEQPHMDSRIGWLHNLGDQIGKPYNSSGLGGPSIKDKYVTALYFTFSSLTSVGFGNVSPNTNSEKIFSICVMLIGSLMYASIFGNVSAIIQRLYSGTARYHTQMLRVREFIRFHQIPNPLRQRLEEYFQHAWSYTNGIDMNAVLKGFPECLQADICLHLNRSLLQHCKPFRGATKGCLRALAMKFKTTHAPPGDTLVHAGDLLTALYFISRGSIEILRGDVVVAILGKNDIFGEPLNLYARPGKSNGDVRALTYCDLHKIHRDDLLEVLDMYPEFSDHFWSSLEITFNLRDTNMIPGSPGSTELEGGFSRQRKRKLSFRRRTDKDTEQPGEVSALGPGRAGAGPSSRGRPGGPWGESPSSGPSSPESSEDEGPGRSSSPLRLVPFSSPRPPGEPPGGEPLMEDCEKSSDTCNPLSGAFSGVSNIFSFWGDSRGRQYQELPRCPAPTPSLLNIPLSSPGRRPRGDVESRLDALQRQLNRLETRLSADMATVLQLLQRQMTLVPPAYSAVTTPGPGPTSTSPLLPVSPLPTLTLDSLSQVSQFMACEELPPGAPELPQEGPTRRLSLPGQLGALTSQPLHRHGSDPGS
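U2OS cells transduced with wild-type KCNH2 virus are loaded with FluxOr dye for 45 min, and thallium flux is measured in kinetic reads before and after stimulation buffer. Rate constants are normalized to DMSO controls.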
GALK inh: blocks human galactokinase activity | AID 1868 | Potency, µM (titrated, usually from 57.5 µM), without a hit: top-dose activity change, negative = inhibition, actives largely listed as inhibitors | hit rate 0.007% among 270,000 | Purified GALK, Kinase-Glo residual ATP luminescence; further: potency means the concentration at half of the fitted maximal effect; on the % scale 0 is the no-effect control and ±100 the full control effect
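Compounds were pin-transferred into ATP buffer (35 uM final), then GALK plus galactose (5 nM, 100 uM final) was added. After 1 h at room temperature, Kinase-Glo Plus was added and luminescence read after 10 min.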
Coupling enz: coupling enzyme interference in Giardia aldolase counter-screen; AID 2472; activity change, negative = inhibition, % at 58.2 µM, hits read low; coupling enzyme system counterscreen, AmpLite Red fluorescence; hit rate 0.67% among 290,000; in the data active means activity change below about -30%; further: on the % scale 0 is the no-effect control and ±100 the full control effect
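Final compound at 57.5 uM, incubated 10 min at RT with coupling enzyme reagent (glyceraldehyde-3-phosphate), then 20 min with substrate and AmpLite Red detection. Fluorescence read at 525/598 nm; tests interference with the coupling assay, not aldolase inhibition.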
Tb PFK inh: T. brucei PFK enzyme inhibition; O15648; T. brucei PFK, ADP-Glo luminescence; Potency, µM (titrated, usually from 57.5 µM), for the others: at the top dose activity, negative = inhibition, usual class: inhibitors; hit rate 0.17% among 330,000; AID 485367;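 further: potency means the concentration at half of the fitted maximal effect; 0% = uninhibited 1x PFK enzyme wells and -100% = no-enzyme wells; nearly all actives have a fitted effect of over 60% in size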
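PFK 1.25 nM, F6P 0.5 mM, ATP 0.1 mM, 0.1 M TEA pH 8.0, 5 mM MgCl2, 0.01% Tween20, 0.1% BSA; 45 min RT. ADP-Glo readout. qHTS titration up to 57 uM; curves fitted, compounds curve-classed.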
AT treatment: potential ataxia-telangiectasia treatments restoring KAP-1 phosphorylation. […] A-T fibroblasts, KAP-1 phosphorylation AlphaLISA; neocarzinostatin DNA damage 30 min before lysis. Potency, µM (doses to about 57.5 µM), for the others: at the highest dose activation, most hits filed as activators. hit rate 0.19% among 320,000. AID 485349; further: potency means the concentration at half of the fitted maximal effect; % of control where 0% means no effect; nearly all actives have a fitted effect of over 45% in size
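hTERT-immortalized A-T patient fibroblasts ([…]), 500 cells/well in OPTI-MEM, 1% FBS, got compounds for 60 min, then NCS for 30 min at 37C. Lysates were then assayed for phospho-KAP-1 by AlphaLISA (anti-pKAP1 donor, anti-KAP1 acceptor beads), 6 hr at 25C.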
Giardia kill: Giardia lamblia killing; Giardia lamblia trophozoite viability; hit rate 0.15% among 340,000; AID 540267; activity change, % at 7.66 µM, hits read low; in the data active means activity change below about -80%; inconclusive means between about -30% and that limit;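 further: parasites exposed to compound for two days anaerobically before the ATP read; on the % scale 0 is the no-effect control and ±100 the full control effect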
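Giardia trophozoites, 100 cells per well, were exposed to compounds for 48 hrs at 37 deg C under anaerobic conditions; viability was then read as ATP content by bioluminescence after 15-30 min at room temperature.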
Active calls of the source: *; i = inactive; ? = inconclusive; / = not tested or not shown; [ ] = another dose, or the depositor's remark. Unless noted, the call rests on the fitted dose curve; in most records, active means well fitted curve in the direction sought with a large enough effect; inconclusive means small, poorly fitted or top-dose-only effect, or another doubt; inactive means no such curve, though single readings can be large; an effect the other way counts as inactive or inconclusive.

SMILES	Chronic BCR inh	TSHR antagonist	MLL CXXC-DNA inh	TCR activator	KCNH2 WT inh	GALK inh	Coupling enz	Tb PFK inh	AT treatment	Giardia kill
O=C(NNC1CC(=O)N(c2cccc(Cl)c2)C1=O)c1cccs1 (stereo not drawn)	-1%	2	-1%	1%[46.1 µM]	7	0%	3	6%	3%	6
COc1ccc(NC(=O)c2cc(OC)c(OC)c(OC)c2)cn1	0%	3	0%	-3%	4	0%	0	0%	-4%	2
O=C(O)C(=O)/C(=C\c1ccc([N+](=O)[O-])cc1)c1ccc2ccccc2n1	-6%	-16	7%	-1%	-7	-2%	4	0%	3%	-12
CCOc1cc(NC(=O)C2CC2)c(OCC)cc1NC(=O)c1cccnc1	-1%	7	-11%	/	/	0%	-5	-3%	-6%	/
CC(=O)N1CCN(S(=O)(=O)c2ccc(C)cc2)C1c1ccc(N(C)C)cc1 (stereo not drawn)	5%	-14	3%	-4%	0	1%	-1	-3%	1%	0
CCn1c(SCC(=O)NNC(=O)c2ccc(OC)cc2)nnc1C1CC1	0%	4	1%	-10%	2	4%	4	-2%	-3%	2
CC(C)CN(C(=O)CCCc1nc2ccccc2c(=O)[nH]1)c1c(N)n(Cc2ccccc2)c(=O)[nH]c1=O	4%	8	/	-1%	-15	/	/	14%	2%	-29
CCOc1ccc(C(=O)Nc2cccc(-c3cc4ccccc4oc3=O)c2)cc1[N+](=O)[O-]	-1%	-36	27%	-2%	?	-3%	0	7%	-7%	3
CCNC(=O)C(C)Oc1ccc(Cl)cc1Cl (stereo not drawn)	0%	3	26%	0%	-7	-2%	2	0%	6%	0
CN(CC(=O)Nc1ccc(Cl)cc1)C(=O)CNC(=O)Cc1cccc2ccccc12	?	15	/	-8%	-2	/	/	-9%	-9%	-4
COc1ccc(NC(=O)c2cc3ccc4c5ccccc5[nH]c4c3cc2O)cc1	?	27	11%	0%	5	-3%	-2	-3%	-4%	-4
Cc1cccc(N2CCN(Cc3cnc(Cl)s3)CC2C)c1 (stereo not drawn)	1%	-2	10%	5%	-1	4%	1	0%	1%	2
Cn1c(CC(=O)Nc2ccc(F)cc2)nnc1SCC(=O)NC1CCCCC1	7%	2	6%	10%	10	-2%	4	2%	1%	-10
COc1ccccc1NC(=O)c1cnc(SCC(=O)NCC2CCCO2)n(C)c1=O (stereo not drawn)	?	-21	/	-1%	17	/	/	-1%	4%	8
COC(=O)c1cn(CC(=O)Nc2ccc(F)cc2)c2ccccc12	7%	9	0%	-6%	0	-1%	-1	0%	-9%	25
COc1ccc(S(=O)(=O)NCCN2CCNC2=O)cc1OC	1%	-3	12%	-1%	6	/	2	-2%	6%	8
O=C1c2ccccc2C(=O)N1CCN1CCCCC1	7%	18	-3%	10%	12	0%	3	2%	/	7
COc1ccc2c(CC(=O)OCC(=O)Nc3cccc(C)c3)coc2c1	-1%	6	/	-2%	0	/	/	?	2%	?
O=C(NCc1ccccc1CN1CCCC1)c1cc2cc(Cl)ccc2o1	?	-18	/	3%	27	/	/	1%	1%	4
Nc1c(Nc2ccccc2)c2ccccc2oc1=O	?	3	2%	0%	-4	1%	5	-6%	-4%	-5
CCCCN1C(=O)C(O)=C(C(C)=O)C1c1ccccc1[N+](=O)[O-] (stereo not drawn)	10%	8	11%	0%	/	3%	-17	-6%	-1%	7
O=C1CCc2cc(S(=O)(=O)NCc3ccc(F)cc3)cc3c2N1CC3	-4%	10	/	-1%	-6	/	/	3%	0%	-13
COc1cc(NC(=O)C2=CC(c3ccco3)=NS(=O)(=O)N2C)cc(OC)c1OC	-3%	-14	1%	-3%	6	-2%	/	-3%	-1%	-11
CCCCn1c(N)c(N(CC)C(=O)c2ccc3c(c2)S(=O)(=O)c2ccccc2C3=O)c(=O)[nH]c1=O	0%	14	3%	/	-11	0%	-4	-4%	-10%	10
C=CCNc1nc(NCC)nc(N2CCOCC2)n1	?	10	-2%	-4%	4	/	2	-1%	6%	8
SMILES	Chronic BCR inh	TSHR antagonist	MLL CXXC-DNA inh	TCR activator	KCNH2 WT inh	GALK inh	Coupling enz	Tb PFK inh	AT treatment	Giardia kill
COCCCNC(NC(=O)c1ccc(C)cc1)C(Cl)(Cl)Cl (stereo not drawn)	-6%	-2	4%	4%	13	/	1	3%	0%	-3
COc1ccccc1N1CCN(C(=O)c2oc3c(c2C)C(=O)CC(C)(C)C3)CC1	?	-8	16%	5%	-5	5%	/	-5%	5%	-12
COC(=O)Cc1cc(=O)oc2c(C)c(O)ccc12	-2%	2	-2%	/	-10	2%	3	7%	-3%	-10
Nc1c(N2CCCC2)cc(Cl)c2nonc12	-2%	-1	?	0%	-18	2%	-34*	-4%	11%	-3
CCCCC(=O)Nc1cccc(NC(=S)NC(=O)COc2ccccc2Cl)c1	4%	32	2%	-3%[46.1 µM]	-2	0%	1	-1%	0%	-23
NC(=O)CC[C@H](NC(=O)[C@H](Cc1ccccc1)n1c(=O)[nH]c2ccccc2c1=O)C(=O)N1CCC[C@H]1C(=O)O	-7%	3	-5%	3%	-2	/	3	-1%	-1%	-14
O=C(COc1cc(F)ccc1[N+](=O)[O-])Nc1cccc(S(=O)(=O)NC2=NCCC2)c1	6%	-23	/	9%	-3	/	/	5%	0%	1
Cc1onc(-c2c(Cl)cccc2Cl)c1C(=O)ONC(=O)c1ccccc1	-4%	-8	-3%	5%	0	-1%	1	0%	1%	-23
O=C(COc1ccc(F)cc1)NCCNC(=O)COc1ccc(F)cc1	4%	8	/	6%	1	/	/	-9%	-13%	11
CCOC(=O)c1cccc(NC(=O)c2cnccn2)c1	4%	-4	-1%	6%	-1	0%	5	6%	-8%	10
O=c1[nH]c(COc2ccc(Cl)cc2Cl)nc2ccccc12	8%	10	-8%	-4%	-8	-1%	/	0%	11%	1
O=C(COC(=O)C1(c2ccc(F)cc2)CCCC1)NC1CC1	6%	10	-2%	12%	-29	0%	2	4%	-1%	-8
O=C(Nc1nc2ccccc2[nH]1)c1cccc(Cl)c1	?	-9	-23%	/	-18	-3%	0	-4%	-12%	?
Cc1cc(NC(=O)c2cc(-c3ccncc3)nc3c(C)cccc23)no1	2%	2	2%	7%	5	-3%	-3	-5%	-9%	1
NC(=O)c1ccccc1NC(=O)Nc1cccc(Cl)c1	-8%	-9	3%	/	-1	1%	-2	-10%	-1%	-11
O=C1Nc2ccccc2/C1=C/c1ccccc1F	?	-6	1%	4%	-10	-1%	-5	-3%	-2%	10
Cc1cccc(NC(=S)N2CCN(Cc3ccccc3)CC2)c1C	5%	34	9%	0%[46.1 µM]	-5	1%	2	0%	-5%	-3
COCCCNC(=O)c1ccc(CSCc2ccc(C)cc2)o1	3%	4	0%	-2%	28	/	3	0%	2%	3
CC(C)OP(=O)(OC(C)C)C(O)c1ccc2c(c1)OCO2 (stereo not drawn)	-1%	-7	4%	-9%[46.1 µM]	49	-2%	1	-2%	4%	-21
CCc1ccc(NC(=O)CSc2nc3ccccc3c(=O)n2CCCN2CCC(C)CC2)cc1	-2%	1	17%	-11%	-135*	5%	0	-4%	5%	-7
O=C1N(c2ccc(Cl)cc2)C(c2ccc(Cl)cc2)N2CCCN12 (stereo not drawn)	-7%	-5	-3%	1%[46.1 µM]	-5	0%	5	3%	5%	20
CCCCN(CC)CCNC(=O)CCC(=O)Nc1ccc2nc(N3CCN(C)CC3)cc(C)c2c1	3%	-10	28%	-12%	8	0%	-34*	-5%	0%	20
Cc1ccc(C(=O)Nc2ccc(C(=O)O)cc2NC(=O)c2ccc(C)cc2)cc1	?	2	-5%	2%	0	/	7	2%	5%	?
OCC1(CCc2ccccc2)CCN(Cc2c(F)ccc(F)c2F)CC1	3%	-2	-17%	2%	/	5%	2	0%	-3%	-21
CC(OC(=O)/C=C/c1ccccc1)C(=O)N1CCc2ccccc21 (stereo not drawn)	-4%	-6	/	-23%	-9	/	/	-24%	-14%	-10
COc1ccc(S(=O)(=O)N/N=c2\oc3c(OC)cccc3cc2S(=O)(=O)c2ccc(C)cc2)cc1OC	-8%	-10	3%	7%	1	9%	2	-2%	-4%	11
Cc1cc(CNC(=O)CC2C(=O)NCCN2Cc2ccccc2C(F)(F)F)nn1C (stereo not drawn)	2%	-2	-3%	5%	14	11%	-5	-3%	-7%	3
CC1SC(c2ccc(F)cc2)NC1=O (stereo not drawn)	-2%	6	-12%	2%	i	0%	2	-3%	1%	6
